Compound activity as filed in PubChem.
PERK inhibitor = block of dimerizer-induced PERK translation repression, primary screen, PERK inhibitor project, CHO PERK-DD cells, SEAP luminescence, HTS | Eukaryotic translation initiation factor 2-alpha kinase 3 (Homo sapiens), Q9NZJ5 | CHO PERK-DD fusion, SEAP luminescence translation reporter | inhibition, % at 5.6 µM | 0.17% of 220,000 active;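 active means inhibition above the mean inhibition of all tested compounds plus 3 SD, set separately per screening campaign, cut at about 2.9% in these data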;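 further: PERK kinase domain activated by AP20187 dimerizer at 100 nM; 0% = DMSO with dimerizer and 100% = rapamycin at 8.4 µM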
Target sequence (Q9NZJ5 whole entry, looked up, the tested form may be a part): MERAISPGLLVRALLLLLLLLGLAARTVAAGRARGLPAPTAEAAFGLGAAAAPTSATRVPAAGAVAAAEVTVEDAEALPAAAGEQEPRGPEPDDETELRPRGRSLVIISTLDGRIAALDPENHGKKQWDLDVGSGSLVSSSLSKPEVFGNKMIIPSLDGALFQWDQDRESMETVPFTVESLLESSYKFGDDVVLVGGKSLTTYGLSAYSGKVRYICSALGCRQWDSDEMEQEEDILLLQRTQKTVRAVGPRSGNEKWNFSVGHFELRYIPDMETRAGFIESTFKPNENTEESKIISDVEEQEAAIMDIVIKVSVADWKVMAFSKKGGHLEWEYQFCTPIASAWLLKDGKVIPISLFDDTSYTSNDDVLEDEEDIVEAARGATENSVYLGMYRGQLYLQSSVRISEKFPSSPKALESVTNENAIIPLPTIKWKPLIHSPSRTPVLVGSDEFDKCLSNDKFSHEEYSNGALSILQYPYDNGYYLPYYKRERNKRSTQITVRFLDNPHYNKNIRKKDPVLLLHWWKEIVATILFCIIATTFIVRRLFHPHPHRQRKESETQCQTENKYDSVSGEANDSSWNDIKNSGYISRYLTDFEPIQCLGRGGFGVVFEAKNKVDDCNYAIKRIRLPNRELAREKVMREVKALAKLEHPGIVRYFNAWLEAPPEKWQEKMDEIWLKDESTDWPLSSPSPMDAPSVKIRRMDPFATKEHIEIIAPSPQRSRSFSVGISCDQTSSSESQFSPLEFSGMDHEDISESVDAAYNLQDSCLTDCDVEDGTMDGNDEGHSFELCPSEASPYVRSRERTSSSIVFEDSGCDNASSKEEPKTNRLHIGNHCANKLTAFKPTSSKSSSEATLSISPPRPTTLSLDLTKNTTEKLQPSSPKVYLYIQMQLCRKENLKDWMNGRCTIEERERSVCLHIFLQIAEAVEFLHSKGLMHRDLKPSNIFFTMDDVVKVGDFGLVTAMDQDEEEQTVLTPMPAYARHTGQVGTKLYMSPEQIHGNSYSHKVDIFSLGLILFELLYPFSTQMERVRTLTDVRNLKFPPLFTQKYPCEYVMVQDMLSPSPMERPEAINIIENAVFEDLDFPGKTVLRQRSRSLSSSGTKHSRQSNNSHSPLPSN
eIF4E-4G inh = eIF4E–eIF4G protein interaction inhibitors, primary screen, biochemical, uHTS, TR-FRET, eIF4GI fragment; inhibition, % at 21.7 µM; Eukaryotic translation initiation factor 4E (Mus musculus) + Eukaryotic translation …; 0.37% of 220,000 active; TR-FRET eIF4E-eIF4GI(517-606) binding, 2 h; AID 782, 2007;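 active means inhibition above about 30%, limit read from the data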;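 further: 0% = full FRET control wells and 100% = background wells lacking eIF4GI fragment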
Wee1 stabilizer = Wee1 degradation inhibitors, primary screen, cell-based, HeLa, Wee1K328M-luciferase, luminescence; 1.2% of 220,000 active; HeLa Luc-Wee1K328M stability; 100% = proteasome inhibitor MG132 effect; reporter increase, % at 5 µM; Wee1-like protein kinase (Homo sapiens), P30291; AID 1321, 2008;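 active means activation above the mean of all tested compounds plus 3 SD, set per screening run, cut at about 8.8% in these data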;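 further: cells exposed to compound for 20 h before luminescence read; 0% = DMSO alone and 100% = MG132 at 30 µM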
BaF3 parental = parental Ba/F3 cell viability inhibition, counter-screen for JAK2V617F inhibitor project, murine pro-B, CellTiter-Glo luminescence | inhibition, % at 5.6 µM | 1.1% of 220,000 active | CellTiter-Glo ATP luminescence | AID 1486, 2009;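 active means inhibition above a per-campaign cutoff, the mean inhibition of all tested compounds plus 3 SD, cut at about 27% in these data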;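 further: 0% = DMSO wells and 100% = JAK Inhibitor I control wells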
Ba/F3 V617F tox = reduced viability of JAK2V617F-dependent Ba/F3 cells, primary screen, JAK2V617F inhibitor project, cell-based, Ba/F3 EpoR-JAK2V617F, luminescence; AID 1446, 2008; 1.1% of 220,000 active; inhibition, % at 5.6 µM; ATP luminescence;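 active means inhibition above the campaign mean plus 3 SD over all tested compounds, cut at about 24% in these data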;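 further: cytokine-independent growth of Ba/F3 cells driven by EpoR plus mutant JAK2; 0% = DMSO-treated cells and 100% = JAK inhibitor I control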
NPY2 pot ag = NPY-Y2 potentiators or agonists, primary screen, cell-based; cells expressing NPY-Y2, potentiator/agonist read-out; activation, % at 3.6 µM; 0.45% of 220,000 active; AID 1359, 2008; Neuropeptide Y receptor type 2 (Homo sapiens), P49146; in the data active means activation above about 27%;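 further: cells stimulated with NPY near EC25 plus isoproterenol at EC100; 0% = vehicle plus submaximal agonist and 100% = vehicle plus saturating agonist; some results beyond the cut were filed as inactive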
S1P4 antag = S1P4 receptor antagonists, primary screen, cell-based; Sphingosine 1-phosphate receptor 4 (Homo sapiens), O95977; S1P4-expressing cells, antagonist mode, reporter read-out; inhibition, % at 4.98 µM; 0.26% of 220,000 active; in the data active means inhibition above about 29%;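 further: 0% = wells stimulated with agonist and 100% = vehicle wells without agonist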
MDM2 E3 inh = MDM2-luciferase reporter signal enhancers, primary screen, MDM2 E3 ligase inhibitor project, cell-based, luminescence, 1536-well; E3 ubiquitin-protein ligase Mdm2 (Homo sapiens), Q00987; cell-based MDM2 ubiquitination luciferase reporter, 2 h; 0 = plate control, 100 = twice control, blank-subtracted; signal enhancement, % at 5 µM; 0.11% of 210,000 active;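 active means signal enhancement of 30% or more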;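 further: luminescence tracks abundance of the self-degrading MDM2-luciferase fusion protein; higher signal means inhibition of MDM2 E3 ligase activity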
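Assay system: mammalian cells stably expressing self-ubiquitinating, self-degrading MDM2 E3–luciferase fusion. Quantity: 2000 cells in each well. Medium: DMEM culture medium. Compound dosing: single-point 5 µM. Timing: cell settling 4 h, compound treatment 2 h, both 37 °C. Technique: luciferase luminescence. Read-out basis: percent signal gain over controls, blank-subtracted. Benchmarks: plate controls and plate blanks.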
S1P4 agonist = S1P4 receptor agonists, primary screen, cell-based | Sphingosine 1-phosphate receptor 4 (Homo sapiens), O95977 | S1P4-expressing cell line, agonist reporter assay | activation, % at 4.98 µM | 0.35% of 220,000 active | AID 1509, 2009; in the data active means activation above about 11%;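 further: 0% = DMSO vehicle and 100% = reference agonist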
An asterisk follows results filed as active; x = not tested or not shown; [ ] = remark or other dose.

SMILES	PERK inhibitor	eIF4E-4G inh	Wee1 stabilizer	BaF3 parental	Ba/F3 V617F tox	NPY2 pot ag	S1P4 antag	MDM2 E3 inh	S1P4 agonist
O=C(Cn1c(=O)sc2ccccc21)Nc1ccccc1	0.4	0[fluorescence artefact?]	-1	2	-3	7	18	-6	-1.3
COC(=O)Cn1nc(-c2ccc(C)c(S(=O)(=O)N(C)C)c2)c2ccccc2c1=O	-0.6	4	2	-1	-2	8	3	-12	-0.1
O=c1cc(-c2ccc(O)cc2)oc2cc(O)c(C3OC(CO)C(O)C(O)C3O)c(O)c12 (centres undefined)	0.5	3	0	-11	-3	-11	-17	12	2.0
Cc1cccnc1NC(=O)/C=C/c1ccc2c(c1)OCO2	1.1	-3	4	6	-1	-1	-10	-15	0.2
COc1cc(/C=N/NC(=O)CCn2c3ccccc3c3ccccc32)ccc1O	-0.6	0	4	5	4	-23	-12	-7	1.7
O=C(NCCCn1ccnc1)c1cccc(S(=O)(=O)NCc2ccccc2)c1	-0.3	-1	0	2	-1	0	-15	-6	-0.3
N#Cc1c2n(c3c(=O)[nH]cnc13)CCCC2	0.4	-2	4	-2	-5	3	-23	-44	3.1
COc1ccc(NC(=O)C2CCN(Cc3cnn(-c4ccccc4)c3-n3cccc3)CC2)cc1OC	-2.2	15	-2	1	0	3	0	-13	-1.9
Nc1ccc(S(=O)(=O)Nc2nc(-c3ccccc3)cc(-c3ccccc3)n2)cc1	-0.5	6	1	2	-6	17	-4	-16	-0.6
Cn1cccc1CC(=O)N/N=C/c1ccc([N+](=O)[O-])cc1	0.5	4	0	0	1	2	-5	-18	0.1
O=C(c1cccc(Cl)c1)N1CCN(Cc2c[nH]c3ccccc23)CC1	0.5	-7	1	8	-2	-7	-32	-8	1.4
CCOC(=O)c1c(-c2ccccc2)oc2ccc(OC(C)C(=O)O)cc12 (centres undefined)	1.1	-1	-1	-3	-2	0	-3	-8	-0.4
CCOC(=O)c1sc(NC(=O)c2cccc(S(=O)(=O)N3CCc4ccccc43)c2)c(C#N)c1C	0.6	-11	1	3	2	20	0	x	0.1
COc1ccc(S(=O)(=O)N2CCCCC2)cc1NC(=O)CSc1ncnc2ccccc12	0.1	-1	-3	1	0	-2	-6	-14	1.8
CCCn1nc2ccccc2c1P(=N)(N1CCOCC1)N1CCOCC1	0.7	-3	-1	2	-3	-3	-4	-1	-0.8
O=C(/C=C\Nc1ccc2c(c1)OCO2)c1ccccn1	-1.3	0[fluorescence artefact?]	-6	2	-1	2	-3	-99	6.7
CCN(CC)Cc1cc2[nH]c3c4ccc(Cl)cc4ncc3c2cc1OC	0.6	-1	-1	-6	0	-34	20	x	0.7
O=C(CSc1nnc(Cc2ccccc2)o1)Nc1ccccc1	-0.2	4	6	-1	-3	1	5	-12	-1.4
CN1N=C(C(=O)N2CCN(c3ccc([N+](=O)[O-])cc3)CC2)CCC1=O	-0.3	0	3	9	4	6	-11	-9	-0.6
CC(C)CNC(=O)CO/N=C/c1ccccc1Cl	-0.1	-5	-2	4	-2	0	-2	-36	0.2

Ordered by heavy-atom count (smallest number first): part of the list above
SMILES	PERK inhibitor	eIF4E-4G inh	Wee1 stabilizer	BaF3 parental	Ba/F3 V617F tox	NPY2 pot ag	S1P4 antag	MDM2 E3 inh	S1P4 agonist
N#Cc1c2n(c3c(=O)[nH]cnc13)CCCC2	0.4	-2	4	-2	-5	3	-23	-44	3.1
CC(C)CNC(=O)CO/N=C/c1ccccc1Cl	-0.1	-5	-2	4	-2	0	-2	-36	0.2
O=C(Cn1c(=O)sc2ccccc21)Nc1ccccc1	0.4	0[fluorescence artefact?]	-1	2	-3	7	18	-6	-1.3
Cn1cccc1CC(=O)N/N=C/c1ccc([N+](=O)[O-])cc1	0.5	4	0	0	1	2	-5	-18	0.1
O=C(CSc1nnc(Cc2ccccc2)o1)Nc1ccccc1	-0.2	4	6	-1	-3	1	5	-12	-1.4
CN1N=C(C(=O)N2CCN(c3ccc([N+](=O)[O-])cc3)CC2)CCC1=O	-0.3	0	3	9	4	6	-11	-9	-0.6
CCCn1nc2ccccc2c1P(=N)(N1CCOCC1)N1CCOCC1	0.7	-3	-1	2	-3	-3	-4	-1	-0.8
COC(=O)Cn1nc(-c2ccc(C)c(S(=O)(=O)N(C)C)c2)c2ccccc2c1=O	-0.6	4	2	-1	-2	8	3	-12	-0.1
O=c1cc(-c2ccc(O)cc2)oc2cc(O)c(C3OC(CO)C(O)C(O)C3O)c(O)c12 (centres undefined)	0.5	3	0	-11	-3	-11	-17	12	2.0
COc1ccc(S(=O)(=O)N2CCCCC2)cc1NC(=O)CSc1ncnc2ccccc12	0.1	-1	-3	1	0	-2	-6	-14	1.8
CCOC(=O)c1sc(NC(=O)c2cccc(S(=O)(=O)N3CCc4ccccc43)c2)c(C#N)c1C	0.6	-11	1	3	2	20	0	x	0.1
COc1ccc(NC(=O)C2CCN(Cc3cnn(-c4ccccc4)c3-n3cccc3)CC2)cc1OC	-2.2	15	-2	1	0	3	0	-13	-1.9

Carrying on.
SMILES	PERK inhibitor	eIF4E-4G inh	Wee1 stabilizer	BaF3 parental	Ba/F3 V617F tox	NPY2 pot ag	S1P4 antag	MDM2 E3 inh	S1P4 agonist
COc1ccc(OC)c(Nc2nc(N)nc(CCl)n2)c1	-0.9	0	2	-2	3	18	-4	-64	1.2
Cn1nc(-c2ccccc2)c2cc(C(=O)O)sc21	0.2	-2	0	3	0	-7	-10	-16	0.7
Fc1ccc(/C=N/NC(=S)Nc2cccnc2)cc1F	1.3	0	5	1	1	-26	-15	-10	1.1
Cc1ccc(NC(=O)CSc2nnc(NC(=O)c3ccc(S(=O)(=O)N4CCOCC4)cc3)s2)cc1	0.7	-7	1	6	2	18	-21	-15	0.0
Cc1ccc(SCCNC(=O)c2ccc(C)c(S(=O)(=O)Nc3ccccc3C)c2)cc1	-0.1	-9	4	3	-1	0	1	-5	2.0
Cn1c(C(=O)N2CCCC(C(=O)NCCc3ccccc3)C2)cc2sccc21 (centres undefined)	-2.0	0	0	6	4	-10	10	-14	0.3
CCCCn1nnnc1NCc1cc(OC)c(OC)cc1OC	0.2	1	-1	4	-1	12	6	-2	-2.1
CSc1nc2ccc(Cl)cc2[nH]1	0.4	0[fluorescence artefact?]	0	1	-3	-14	-13	x	0.3
O=C(Nc1nnc(SCc2ccc(F)cc2)s1)c1ccc2ncsc2c1	1.2	54*	-2	7	1	12	-18	-2	0.3
CCOc1cc(/C=C2\C(=O)N(CCc3ccc(OC)c(OC)c3)C(C)=C2C(=O)OC)ccc1O	0.1	0	1	4	0	2	-13	x	0.3
O=C(NCc1ccco1)C1Cc2ccccc2CN1S(=O)(=O)c1ccccc1F (centres undefined)	-0.6	x	0	2	2	-3	9	x	0.9
CN(C)S(=O)(=O)c1ccc2c(c1)c(=O)c(C(=O)N1CCOCC1)cn2C	1.2	3	2	3	-4	-4	-10	-10	-1.6
CC(C)c1nnc(NC(=O)CCC(=O)N2CCN(Cc3ccccc3)CC2)s1	-0.5	-5	-1	6	1	-10	-18	1	-0.7
Cn1c(SCC(=O)c2ccc(F)cc2)nnc1-c1cnccn1	0.3	-14	-3	5	2	0	-18	-6	2.1
O=C(Nc1nnc(CSCc2ccc(F)cc2)s1)c1ccc([N+](=O)[O-])cc1	0.8	15	-2	4	-3	5	-9	12	0.5
CCN(CC)C(=S)SCC(=O)Nc1ncc2c(n1)CCCC2=O	0.1	0	0	-1	5	-7	-9	-18	1.3
Cc1nc2ccc(NC(=O)c3cc(S(=O)(=O)N(C)c4ccccc4)ccc3Cl)cc2s1	-0.9	-1	-1	49*	43*	24	-7	-30	4.1
COc1ccc(-c2cc(C(=O)Nc3nc4ccccc4s3)c3ccccc3n2)cc1OC	-1.1	1	0	8	3	-141	-13	-1	0.1
O=C(Nc1cc(C(F)(F)F)ccc1N1CCCC1)c1cccnc1	1.6	1	-3	1	-4	-12	4	-8	0.5
COc1cccc(NC(=S)NC(C)c2ccc(OC)c(OC)c2)c1 (centres undefined)	1.4	1	1	6	-1	4	-10	-8	0.4
O=S(=O)(Nc1ccccn1)c1cccc(S(=O)(=O)c2ccc(Br)cc2)c1	0.7	1	0	6	-1	8	-12	9	1.7
COc1cc(C(c2c(C)[nH][nH]c2=O)c2c(C)[nH][nH]c2=O)ccc1OC(C)C	0.1	4[fluorescence artefact?]	0	11	0	9	-11	-5	-1.9
Cc1cc(C)nc(Sc2ccc3nnc(C(F)(F)C(F)(F)C(F)(F)F)n3n2)n1	0.5	-1	4	0	-2	18	-10	-6	-0.9
O=C(COC(=O)c1n[nH]c2ccccc12)Nc1ccc(Cl)cc1[N+](=O)[O-]	1.3	1	1	3	-3	-8	12	x	1.7
CCc1c(C)c(C#N)c2nc3ccccc3n2c1N1CCN(c2cc(C)ccn2)CC1	1.0	-1	2	-1	1	-7	12	-8	-1.2
CCCNC(=O)Cn1cnc([N+](=O)[O-])n1	1.8	-1	1	0	-5	12	-6	0	-2.0
CC(=O)Nc1cccc(Oc2nc(C)cc(C)c2C#N)c1	0.8	-1[fluorescence artefact?]	-1	2	-1	5	-8	1	3.1
Cc1ccc(CC(=O)N2CCOCC2)cc1	1.3	-9	-1	8	2	-3	1	-12	-1.6
CCOC1OC(=O)C(Cl)=C1Nc1ccccc1C (centres undefined)	0.6	5	2	13	-1	-6	-18	7	-0.1
Cc1ccc(Br)cc1S(=O)(=O)N1CCN(c2ccccc2)CC1	-0.2	-10[fluorescence artefact?]	-2	1	4	0	-2	-3	2.8
Cc1ccc(NS(=O)(=O)c2ccc(NC(=O)[C@@H]3CCCC[C@@H]3C(=O)O)cc2)c(C)c1	1.1	-1	-2	1	-1	10	0	-10	-1.2
NC(=S)N=Nc1c(O)[nH]c2ccccc12	-0.1	1	5	4	1	1	-1	-14	2.2
